Compound activity as filed in PubChem.
E coli Lon inh: E. coli protease La inhibition; purified E. coli Lon protease, fluorescence polarization; inhibition, % at 7.94 µM; AID 602123; 360,000 tested, 0.42% active; in the data active = inhibition above about 13%, passing the limit was not always enough;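 also: 0% = enzyme with probe and DMSO and 100% = no enzyme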
FAS TE block: inhibitors of human fatty acid synthase thioesterase domain; AID 602261; recombinant FAS-TE, OMFH fluorogenic substrate, fluorescence endpoint; inhibition, % at 15 µM; P49327; 360,000 tested, 0.67% active;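 active = compounds whose normalised, plate-corrected inhibition of enzyme fluorescence in the single-dose primary screen is 50% or more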;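 also: 0% = DMSO with enzyme and 100% = substrate without enzyme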
MT1-MMP act inh: MT1-MMP (human) activation inhibition; 360,000 tested, 0.061% active; P50281; AID 651647; HT1080 RFP-PRO-GFP cells, GFP/RFP ratio fluorescence, overnight; percent of plate control window, DMSO zero; GFP/RFP ratio change, % at 20 µM;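 active = GFP/RFP ratio change of at least 30% with cell ATP level not reduced by more than half and red fluorescence within 50% of control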; also: strong numbers were not always called active
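Assay system: HT1080 RFP-PRO-GFP cells. Benchmarks: DMSO vehicle wells and RFP-L50D-GFP reporter cell wells. Times: overnight cell settling, then overnight compound exposure, 37 °C, 5% CO2. Compound: 20 µM single dose, 1% DMSO. Read-out basis: GFP/RFP fluorescence ratio.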
Rpn11 block: Rpn11 (human) deubiquitinase inhibition; 360,000 tested, 0.59% active; human 26S proteasome, Ub4-pepOG fluorescence polarization; 20S core pre-blocked with epoxomicin; O00487; calls only at 20 µM;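 active = inhibition at 20 µM, scaled to each plate's controls, above about 33%, limit read from the data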
Target sequence (O00487 whole entry, looked up): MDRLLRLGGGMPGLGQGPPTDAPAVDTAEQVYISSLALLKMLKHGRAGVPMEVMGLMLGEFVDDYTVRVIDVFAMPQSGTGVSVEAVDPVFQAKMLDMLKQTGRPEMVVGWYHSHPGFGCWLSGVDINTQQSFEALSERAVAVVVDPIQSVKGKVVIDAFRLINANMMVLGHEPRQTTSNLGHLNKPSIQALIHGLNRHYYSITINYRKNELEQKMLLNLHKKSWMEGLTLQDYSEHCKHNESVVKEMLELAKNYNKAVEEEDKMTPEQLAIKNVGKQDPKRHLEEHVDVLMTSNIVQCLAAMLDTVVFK
Rin1-Abl PPI inh: inhibitors of human Rin1-Abl protein interaction | P00519+Q13671 | TR-FRET Rin1/Abl binding, biochemical | inhibition, % at 7.35 µM | 360,000 tested, 0.4% active; in the data active = inhibition above about 5%, passing the limit was not always enough
MLLE-PAM2 inh: inhibitors of microRNA-mediated deadenylation, human PABP1 MLLE binding. GST-MLLE / FITC-PAM2 fluorescence polarization. inhibition, % at 20 µM. 360,000 tested, 0.36% active. AID 588489; in the data active = inhibition above about 35%, passing the limit was not always enough;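 also: plate controls were DMSO wells with GST-MLLE for no effect and wells lacking GST-MLLE protein for full effect; some results filed as inactive read as strong as hits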
Target sequence (P11940 whole entry, looked up): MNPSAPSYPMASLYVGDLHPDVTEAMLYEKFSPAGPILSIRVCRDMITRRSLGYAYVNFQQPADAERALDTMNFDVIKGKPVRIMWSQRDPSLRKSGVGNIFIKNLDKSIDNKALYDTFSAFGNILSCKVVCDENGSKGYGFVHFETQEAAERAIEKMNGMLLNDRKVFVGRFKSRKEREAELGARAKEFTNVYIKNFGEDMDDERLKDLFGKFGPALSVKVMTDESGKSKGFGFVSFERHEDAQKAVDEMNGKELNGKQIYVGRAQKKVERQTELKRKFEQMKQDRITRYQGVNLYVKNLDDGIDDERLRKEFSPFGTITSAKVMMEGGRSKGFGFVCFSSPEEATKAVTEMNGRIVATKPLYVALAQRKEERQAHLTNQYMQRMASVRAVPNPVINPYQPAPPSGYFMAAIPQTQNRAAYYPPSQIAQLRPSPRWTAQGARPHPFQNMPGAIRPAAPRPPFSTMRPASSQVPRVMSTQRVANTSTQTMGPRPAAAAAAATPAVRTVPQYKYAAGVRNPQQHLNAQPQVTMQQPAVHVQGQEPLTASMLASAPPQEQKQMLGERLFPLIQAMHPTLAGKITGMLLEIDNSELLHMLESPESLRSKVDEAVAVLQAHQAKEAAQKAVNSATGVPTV
bovine MsrA act: activates bovine MsrA enzyme; 360,000 tested, 0.3% active; purified bovine MsrA, absorbance read-out; activation, % at 10.6 µM; in the data active = activation above about 7.5%;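 also: 0% = vehicle and 100% = reference activator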
CSN inh: inhibitors of human CSN-mediated cullin deneddylation | inhibition, % at 12.5 µM | Q92905 | AID 651999 | 360,000 tested, 0.38% active | Purified CSN, SCF-Nedd8-OG deneddylation, fluorescence polarization;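 active = pattern-corrected inhibition above about 35%, with an unprinted fluorescence ratio check between 0.5 and 1.5, limit read from the data, passing the limit was not always enough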;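 also: 0% = enzyme with substrate and 100% = substrate without enzyme; some results filed as inactive read as strong as hits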
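Schedule: reaction 90 min, room temperature / Assay system: HEK293T-derived human Csn5 enzyme / Input: Csn5 at 0.24 nM final / Measure: inhibition of Csn5 cleavage, % / Control set: substrate-only high control, full reaction low control / Technique: fluorescence polarization of the substrate / Buffer or medium: Tris/NaCl/DTT buffer, pH 7.5 / Reagent: SCFSkp2-Nedd8OG substrate at 10 nM final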
MsrA inhibitor: bovine MsrA inhibition. AID 651718. purified bovine MsrA, absorbance read-out. inhibition, % at 15.5 µM. 360,000 tested, 0.75% active; in the data active = inhibition above about 4.5%;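 also: 0% = vehicle wells with enzyme and 100% = reference inhibitor wells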
* marks the source's active call; other numbers are inactive results; i = inactive; nt = not tested or not shown. Compounds were not picked by outcome; 3.7% or so of the library scored in one or more.

SMILES | E coli Lon inh | FAS TE block | MT1-MMP act inh | Rpn11 block | Rin1-Abl PPI inh | MLLE-PAM2 inh | bovine MsrA act | CSN inh | MsrA inhibitor
O=C(O)CCCCOn1ccnc1 | 8 | -6 | 0 | i | 0 | 0 | 0 | 2 | 0.0
CCOc1ccccc1NC(=O)COc1ccc2c(c1)OCO2 | 4 | 12 | 1 | i | 4 | 6 | -1 | -4 | 3.4
CSc1ccccc1NC(=O)c1ccc(N2CC3CC(C2)c2cccc(=O)n2C3)c(NC(=O)c2ccncc2)c1 (configuration not stated) | -3 | -6 | -2 | i | -3 | 9 | -2 | 0 | 0.9
CC(C)(C)SCCNC(=O)/C=C/c1cccc([N+](=O)[O-])c1 | 7 | 72* | 1 | i | -3 | 7 | -1 | -7 | 0.2
COCCn1nnnc1C(c1ccc2ncccc2c1)N1CCc2ccccc21 (configuration not stated) | 9 | 1 | 0 | i | 1 | -6 | -2 | 6 | 2.6
Cc1ccccc1C(=O)N/N=C1/SCC(=O)N1Cc1ccccc1 | -4 | -6 | 0 | i | 3 | 2 | -5 | -3 | 1.0
COc1ccccc1CCc1nnc(CCC(=O)NC(C)Cc2ccsc2)o1 (configuration not stated) | 10 | -2 | -2 | i | 2 | 0 | -13 | -5 | -0.2
COCCn1c(=O)[nH]c2cc(C(=O)NCCN3CCN(c4ccccc4)CC3)ccc2c1=O | 1 | -5 | -1 | i | 3 | 5 | -7 | 8 | -0.3
COc1cc(OC)c(NC(=O)c2cc3ccccc3cc2O)cc1Cl | 10 | 36 | -2 | i | 5 | 6 | -4 | 0 | 1.1
COC(=O)C1=C(C)NC(=O)CC1c1cc2c(cc1Br)OCO2 (configuration not stated) | 3 | -4 | 3 | i | 1 | 18 | -1 | 2 | -1.4
COc1ccc(C2C(CN3CCOCC3)C(=O)N2c2ccccc2)cc1 (configuration not stated) | -3 | -4 | -1 | i | 4 | -3 | -4 | 3 | -0.4
COCCN(C(=O)COC(=O)Cc1c(C)nc2ccccc2c1C)c1c(N)n(CC(C)C)c(=O)[nH]c1=O | 3 | -2 | -1 | i | 0 | -2 | 0 | -2 | 1.2
COC(=O)Cn1c(=O)oc2ccc(C)cc21 | 1 | -5 | -1 | i | 5 | 0 | -4 | 0 | 1.2
CCOC(=O)c1c(S(=O)(=O)NCc2ccco2)c(C)n(C)c1C | -2 | -5 | 1 | i | 4 | 13 | -3 | -4 | -1.0
CC(=O)Nc1ccc(S(=O)(=O)NCC2CCC(C(=O)N3CCN(c4ccccn4)CC3)CC2)cc1 (configuration not stated) | -9 | -3 | 5 | i | 0 | -2 | 0 | 0 | -0.2
CCOc1ccc(Br)cc1S(=O)(=O)Nc1ccc(C(=O)Nc2ccc(C)cc2)cc1 | 6 | 7 | 1 | i | 0 | -10 | -4 | 0 | 0.1
CCOC(=O)c1ccc(NC(=O)C(=O)NCc2ccco2)cc1 | 3 | -7 | -1 | i | 0 | 0 | -6 | 1 | -0.3
Cc1cc(C)n2c(C)nnc2c1 | 5 | -6 | -1 | i | 0 | -10 | 1 | 3 | 0.5
CCn1nc(C)c(CN2CCN(Cc3ccc(OC)c(C)c3C)C(CCO)C2)c1C (configuration not stated) | 1 | -3 | 1 | i | 1 | 4 | -1 | 4 | -1.1
CS(=O)(=O)N1CCCC(C(=O)Nc2ccccc2F)C1 (configuration not stated) | -7 | -5 | 1 | i | 3 | -4 | -3 | -2 | -0.5
CN(C)c1ccc(/C=N/N(CCC#N)C2=NS(=O)(=O)c3ccccc32)cc1 | -7 | -33 | -24 | nt | -4 | -4 | 0 | 28 | -0.4
O=C(/C=C/c1ccc(S(=O)(=O)NCc2ccco2)cc1)N1CCN(c2ccccc2)CC1 | 3 | 2 | -3 | i | 0 | -9 | -1 | -5 | -0.9
CNC(=S)N/N=C/c1c(C)cccc1Cl | 0 | 1 | 4 | i | -4 | 33 | -2 | -3 | 0.7
COC(=O)c1cc(OC)c(OC)c(OC)c1NC(=O)c1ccc(S(=O)(=O)N(C)C)cc1 | -8 | -5 | 1 | i | 1 | -17 | -1 | -1 | 0.3
O=C(CN(Cc1ccco1)C(=O)CNS(=O)(=O)c1ccc(F)cc1)NCc1ccc(F)cc1 | -1 | 3 | -2 | i | 2 | 16 | -3 | 1 | -0.8

Record cards, as listed above:
CC(=O)Nc1ccc(S(=O)(=O)NCC2CCC(C(=O)N3CCN(c4ccccn4)CC3)CC2)cc1 (configuration not stated) in the list: E coli Lon inh = -9; FAS TE block = -3; MT1-MMP act inh = 5; Rpn11 block = i; Rin1-Abl PPI inh = 0; MLLE-PAM2 inh = -2; bovine MsrA act = 0; CSN inh = 0; MsrA inhibitor = -0.2
CNC(=S)N/N=C/c1c(C)cccc1Cl in the list: E coli Lon inh = 0; FAS TE block = 1; MT1-MMP act inh = 4; Rpn11 block = i; Rin1-Abl PPI inh = -4; MLLE-PAM2 inh = 33; bovine MsrA act = -2; CSN inh = -3; MsrA inhibitor = 0.7

The results go on:
SMILES | E coli Lon inh | FAS TE block | MT1-MMP act inh | Rpn11 block | Rin1-Abl PPI inh | MLLE-PAM2 inh | bovine MsrA act | CSN inh | MsrA inhibitor
CCOC(=O)c1nn(-c2ccccc2)c(=O)cc1SC(C)C | -4 | -2 | -4 | i | -4 | -4 | -4 | 7 | 0.4
COc1ccc(CCNC(=O)Cn2cnc3scc(-c4ccccc4)c3c2=O)cc1OC | 3 | -7 | 2 | i | -3 | -12 | -5 | 0 | -0.3
CCOc1ccc(N(C)S(=O)(=O)c2ccc3[nH]cc(C(=O)NCCCOC)c(=O)c3c2)cc1 | -1 | 0 | -2 | i | 4 | 3 | -10 | 4 | -0.5
Cc1ccc(OCC(=O)Nc2c(C)ccc3nsnc23)cc1 | 6 | 2 | 2 | i | -1 | 14 | -5 | 1 | 1.1
CCC(C)(C)NC(=O)C(c1ccc(C)o1)N(Cc1ccc2c(c1)OCO2)C(=O)c1snc(C(N)=O)c1N (configuration not stated) | -9 | 0 | -7 | i | 1 | -3 | 0 | 0 | -1.7
O=C(c1ccccc1F)N(Cc1ccc(F)cc1)C1CCS(=O)(=O)C1 (configuration not stated) | -10 | -9 | 1 | i | 0 | 2 | -1 | 3 | 0.8
O=C(C1CC1)N1CCc2cc(Br)cc(S(=O)(=O)N3CCN(c4ccccn4)CC3)c21 | 2 | 21 | -6 | i | 1 | -1 | -3 | -2 | 1.2
CS(=O)(=O)Nc1ccc(C2=NN(C(=O)c3cccc(F)c3)C(c3cccs3)C2)cc1 (configuration not stated) | -12 | 8 | -2 | i | 3 | 2 | -4 | -5 | 2.6
C/C=C/Cn1c(SCCCc2ccccc2)nc2c1c(=O)[nH]c(=O)n2C | -10 | 6 | 3 | i | -4 | 11 | 0 | 6 | 0.1
CCN1CCN(C(=O)/C(=C/c2ccco2)NC(=O)c2ccccc2)CC1 | 5 | -7 | 1 | i | -1 | -6 | -3 | -8 | 0.5
COc1ccc(C(=O)NC2CCN(CC(=O)Nc3c(C)cccc3C)CC2)cc1OC | 7 | -2 | 2 | i | 1 | -1 | -9 | -1 | -0.4
Cc1ccc(C)c(-n2c(-c3ccc(Br)cc3)csc2=NC(=O)c2ccccc2F)c1 | -10 | 21 | -3 | i | -8 | -9 | -2 | 1 | -0.2
CCCNC(=O)c1ccc(CNc2c(N3CCC(C(=O)OCC)CC3)c(=O)c2=O)cc1 | -3 | -5 | -2 | i | 1 | 9 | -1 | 28 | 0.2
O=C(c1cc(Br)c[nH]1)N1CCSCC1 | 1 | -6 | 3 | i | 5 | 6 | 2 | 3 | -1.1
COc1cccc(CNc2ccc3[nH]c(=O)[nH]c3c2)c1OCc1ccccc1 | 2 | 1 | 6 | i | -1 | -3 | -1 | 2 | nt
CCn1cc(C(=O)NCC(OC)OC)c(=O)c2cc(S(=O)(=O)N3CCC(C)CC3)ccc21 | -14 | 12 | -6 | i | 2 | -2 | -4 | 2 | -0.1
O=C(NCc1cccs1)C1CCCN(c2ncccn2)C1 (configuration not stated) | 1 | -8 | 3 | i | -3 | 7 | -3 | -7 | 1.2
CN1CCN(S(=O)(=O)c2cccc3nsnc23)CC1 | 0 | -5 | 0 | i | -3 | -5 | -6 | -3 | 0.7
COCCN(C(=O)COC(=O)CCC(=O)c1cccs1)c1c(N)n(Cc2ccccc2)c(=O)[nH]c1=O | -12 | -8 | -3 | i | 3 | -43 | -2 | -1 | -0.1
O=S(=O)(c1ccc2c(c1)OCCO2)N1CCN(Cc2ccc3c(c2)OCO3)CC1 | -3 | 18 | -5 | i | 2 | 0 | -1 | 0 | -0.1
Cc1nc(SCC(O)CO)c([N+](=O)[O-])[nH]1 (configuration not stated) | -2 | -7 | 8 | i | 1 | 15 | -4 | 3 | -0.3
COc1ccc(NS(=O)(=O)c2ccc3oc(SCc4ccc(F)cc4)nc3c2)cc1 | -3 | 44 | 0 | i | 3 | -93 | -6 | -4 | 0.6
O=C(Cc1ccc(Cl)cc1)Nc1ncccn1 | 2 | -6 | 1 | i | 1 | 2 | -1 | 1 | 0.5
Cc1cc(CNC(=O)COc2ccc(F)cc2)c2ccccc2n1 | -3 | -4 | 5 | i | -2 | -10 | -8 | -1 | -0.7
CC1CCN(C(=O)Cn2nnc(-c3ccccc3)n2)CC1 | -17 | -4 | 3 | i | -3 | 9 | 0 | -5 | -0.2

Continued:
SMILES | E coli Lon inh | FAS TE block | MT1-MMP act inh | Rpn11 block | Rin1-Abl PPI inh | MLLE-PAM2 inh | bovine MsrA act | CSN inh | MsrA inhibitor
Cc1ccc(S(=O)(=O)N2CCN(Cc3ccccc3)CC2)c(C)c1N(C)S(=O)(=O)c1ccccc1 | -3 | 52* | -5 | i | -4 | 9 | 0 | -4 | 2.1
O=C(c1ccc(F)cc1)N1CCN(C2CC3CCC2C3)CC1 (configuration not stated) | 0 | -10 | 1 | i | -1 | -4 | -12 | -1 | 0.3
O=C(N/N=C/c1cc(Cl)c(O)c(Cl)c1)c1cc2c(ccc3ccccc32)o1 | 4 | 7 | 1 | i | 1 | -10 | -6 | 2 | 3.3
CC(C)/C=C/CN1CCCC(N2CCN(c3cccc(Cl)c3)CC2)C1 (configuration not stated) | -3 | 5 | 4 | i | -1 | 4 | -2 | 3 | 0.8
O=C(CSc1ccc(F)cc1)Nc1cccc(S(=O)(=O)N2CCOCC2)c1 | 13 | 0 | 4 | i | 3 | 11 | -4 | 2 | -1.3
COc1ccccc1NC(=O)c1cc(Cl)nnc1Cl | 1 | -8 | -1 | i | 3 | 1 | -10 | 0 | 0.4
O=C(Nc1cccc(NC(=O)c2cccs2)c1)c1ccc(Br)o1 | 3 | 5 | 2 | i | 0 | 15 | -7 | 1 | -0.4
COC(=O)c1sc(S(=O)(=O)N2CC(C)OC(C)C2)c(C(=O)OC)c1C (configuration not stated) | 1 | 5 | 0 | i | 2 | 4 | -4 | -5 | -0.3
COC(=O)c1cc(S(=O)(=O)N2CCCCC2)c[nH]1 | 9 | -6 | 3 | i | 2 | 2 | -8 | 1 | 0.0
O=c1[nH]c(N2CCc3ccccc32)nc2c1CCCC2 | -11 | -3 | 0 | i | -1 | 6 | -5 | 2 | 0.8
Cc1cc(C)n2nc(SC3CCCCN(C(=O)c4ccc(F)cc4)C3=O)nc2n1 (configuration not stated) | -2 | 1 | 7 | i | 5 | 5 | -2 | 2 | 0.8
CCOC(=O)c1c2c([nH]c(=S)c1C#N)CCCC2 | -7 | -2 | 0 | i | -3 | 26 | 3 | 0 | -0.5
Cc1cccc(-n2c(=O)[nH]c3c(C(N)=O)nc(CC(C)C)nc32)c1 | -3 | -5 | -3 | i | 4 | -4 | 0 | -2 | 1.0
